PfHsp90 yeast 2: inhibits growth of yeast expressing Plasmodium falciparum Hsp90; S. cerevisiae expressing PfHsp90, BacTiter-Glo ATP, 48 h; yeast lacking PDR1 and PDR3 efflux regulators; inhibition, % at 9.4 µM; 310,000 tested, 0.32% active; AID 504621;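 active = every replicate shows inhibition above about 80%, whatever the replicate mean, limit read from the data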;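 also: 0% = DMSO neutral controls and 100% = 20 µM radicicol positive controls; yeast relying on Plasmodium falciparum Hsp90 in place of its own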
HTR5A inv ctr: counter-screen for OPRM1-OPRD1 inverse agonists: human HTR5A inverse agonism | HTR5A cell line, luminescence | P47898 | 340,000 tested, 0.083% active | inhibition, % at 9.3 µM; in the data active = inhibition mostly above about 23%, no sharp cut-off; inactive = mostly below about 18%;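 also: 0% = cells with DMSO and 100% = no-cell wells with DMSO; some compounds called inactive have numbers as strong as hits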
Target sequence (P47898 whole entry, looked up): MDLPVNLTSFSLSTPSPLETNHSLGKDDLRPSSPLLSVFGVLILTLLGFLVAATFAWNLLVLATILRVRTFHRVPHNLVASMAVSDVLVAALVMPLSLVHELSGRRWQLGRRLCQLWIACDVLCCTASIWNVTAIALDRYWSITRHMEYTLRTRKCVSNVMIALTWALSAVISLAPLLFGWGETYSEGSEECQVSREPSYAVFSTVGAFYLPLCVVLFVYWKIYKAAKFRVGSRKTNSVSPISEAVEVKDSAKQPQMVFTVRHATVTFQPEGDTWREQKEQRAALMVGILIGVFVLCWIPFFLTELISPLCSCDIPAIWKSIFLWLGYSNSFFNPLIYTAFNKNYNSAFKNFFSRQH
phage Ecoli inh: E. coli growth loss with phage present; growth absorbance; inhibition, % at 11.9 µM; 360,000 tested, 0.26% active; AID 651602; in the data active = inhibition above about 11%
PKA-R1A activ: activates the PKA-R1A holoenzyme complex | 340,000 tested, 0.083% active | AID 504707 | activation, % at 11.4 µM | P00514+P68181 | PKA-R1A dissociation, Cy5-IP20 fluorescence polarization; scaled: DMSO 0%, 113 µM cGMP 100%;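 active = percent activation above the mean of all tested compounds plus 3 SD, cut at about 19% in these data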;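 also: higher means more PKAc released from R1A so a rise in polarization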
PKA-R2B act: activates the human PKA-R2B holoenzyme complex; P22694+P31323; PKA-R2B holoenzyme dissociation, Cy5-IP20 fluorescence polarization; R2B truncated from residue 108, S112A mutant; 0% DMSO only, 100% 113 µM cGMP; activation, % at 11.4 µM; 340,000 tested, 0.079% active;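 active = activation above a cutoff set at the mean over all compounds plus 3 SD, cut at about 18% in these data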;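 also: higher means more holoenzyme dissociation and a rise in polarization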
Target sequence (P31323 whole entry, looked up, other chains not shown, the tested form may be a part): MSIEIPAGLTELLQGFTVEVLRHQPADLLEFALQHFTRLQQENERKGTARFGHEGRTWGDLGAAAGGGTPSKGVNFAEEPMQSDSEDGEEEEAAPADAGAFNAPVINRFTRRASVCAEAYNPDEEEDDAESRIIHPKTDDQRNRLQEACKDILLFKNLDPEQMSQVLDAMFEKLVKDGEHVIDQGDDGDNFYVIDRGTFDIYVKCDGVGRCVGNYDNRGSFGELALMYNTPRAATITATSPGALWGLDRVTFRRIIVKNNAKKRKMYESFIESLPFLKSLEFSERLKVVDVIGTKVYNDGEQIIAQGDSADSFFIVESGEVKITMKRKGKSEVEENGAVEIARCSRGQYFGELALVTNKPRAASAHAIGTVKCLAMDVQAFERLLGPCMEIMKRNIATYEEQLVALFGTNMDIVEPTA
Mot1-301 SUMO: blocks SUMOylation pathway, rescuing yeast Mot1-301 growth; S. cerevisiae Mot1-301 growth rescue, ATP luminescence, 38.5C; percent above DMSO median, 100 means doubled; growth rescue, % at 18.8 µM; 320,000 tested, 1% active;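 active = every valid replicate shows activation above 250% relative to neutral control wells; inactive = the rest, any valid replicate at or below 250%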;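 also: OY570 slx delta 5 strain wells were the positive control but not used for scaling; some compounds called inactive have numbers as strong as hits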
MOR-DOR ag: OPRM1-OPRD1 heterodimerization agonism; P35372+P41143; cells, luminescence; activation, % at 9.3 µM; 340,000 tested, 0.3% active; in the data active = activation above about 18%;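 also: 0% = vehicle-treated cells and 100% = reference agonist; values of inactives mirror those of a sister screen read the other way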
Tat export inh: E. coli Tat transport inhibition; E. coli MC4100 TorA-mCherry Tat export, fluorescence; inhibition, % at 10 µM; 340,000 tested, 0.036% active; AID 488895;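 active = mean replicate inhibition at least 50% and at least half of replicates individually reaching 50%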;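 also: exported cargo escapes ClpAP degradation while cytoplasmic cargo is degraded and loses fluorescence; 0% = median of neutral control wells and 100% = median of NaSCN control wells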
AddAB inh: less growth of phage-infected E. coli with AddAB. 330,000 tested, 0.29% active. E. coli expressing H. pylori AddAB, absorbance growth. inhibition, % at 11.9 µM; in the data active = inhibition above about 12%;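 also: 0% = vehicle wells of infected cells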
MOR-DOR inv ag: inverse agonist of human OPRM1-OPRD1 heterodimerization. P35372+P41143. 340,000 tested, 0.21% active. cell-based MOR-DOR heterodimer luminescence, inverse agonism. inhibition, % at 9.3 µM; in the data active = inhibition above about 22%, passing the limit was not always enough;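 also: 0% = cells with DMSO and 100% = wells without cells with DMSO; values of inactives mirror those of a sister screen read the other way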
Ecoli viability: counter-screen for AddAB inhibitors: E. coli growth inhibition. E. coli V3065 growth, OD600 absorbance, 18 h. 330,000 tested, 0.27% active. inhibition, % at 11.9 µM;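 active = inhibition above the campaign's mean inhibition across all tested compounds plus 3 SD, cut at about 9.9% in these data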;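 also: uninfected addAB+ strain grown without phage in ampicillin broth; 0% = DMSO wells and 100% = ciprofloxacin 0.95 µg/ml wells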
* = called active by the depositor; x = no result given; + = active, no number.

Screens in order: PfHsp90 yeast 2	HTR5A inv ctr	phage Ecoli inh	PKA-R1A activ	PKA-R2B act	Mot1-301 SUMO	MOR-DOR ag	Tat export inh	AddAB inh	MOR-DOR inv ag	Ecoli viability
CC(C)(C)NC(=O)CCSc1nnc(-c2ccco2)o1
 : 9.0	-12.9	1.5	-0.7	2.6	-21.2	-2.1	-4.2	3.3	9.8	-1.4
COc1cccc(C(=O)NC2CCN(C(=O)N3c4ccccc4Sc4ccccc43)CC2)c1
 : -8.2	-16.8	2.0	-2.2	0.9	3.7	-0.1	4.3	3.8	0.7	0.9
O=S(=O)(Nc1ccc(F)cc1)c1ccc(NS(=O)(=O)c2cccs2)cc1
 : 21.4	-16.5	2.8	-7.5	-0.7	127.6	-1.4	3.8	3.2	7.5	-0.9
O=C(O)c1ccc(/C=N/N2CCN(Cc3ccc(Cl)cc3)CC2)cc1
 : -6.8	1.8	3.5	-16.0	6.0	-4.8	-1.4	-5.6	1.9	7.1	-1.7
CN(Cc1ccccc1)S(=O)(=O)c1ccc2[nH]c(=O)ccc2c1
 : 4.8	10.1	3.3	1.9	-4.4	31.2	-1.0	10.4	2.4	5.2	2.3
COC(=O)c1cccc(NC(=O)c2ccc(OC)c(Cl)c2)c1
 : x	-8.6	2.7	-4.4	-3.9	-12.1	-2.2	3.4	0.9	10.9	-0.2
Cc1[nH]c(=O)[nH]c(=S)c1C(=O)Nc1ccc(Cl)c(Cl)c1
 : 0.2	-16.4	0.1	2.2	-15.2	9.9	0.6	-5.8	1.4	-3.2	2.0
O=C(NCCn1cccn1)C1CCC(=O)N(CC2CCCCC2)C1 (stereo not drawn)
 : 19.6	-61.1	-2.5	0.7	7.5	-11.0	-3.6	1.2	-1.5	18.6	-0.9
CCOC(=O)N1CCC(Nc2c(-c3ccc(C)c(C)c3)c(=O)c2=O)CC1
 : -0.3	-4.0	2.3	1.4	4.2	4.0	-1.6	6.2	-0.3	10.0	-2.6
CCC(C)NC(=O)CN1C(=O)NC2(CCc3ccccc3C2)C1=O (stereo not drawn)
 : x	2.6	1.4	2.6	4.7	26.4	-2.5	-7.0	3.4	11.7	-2.2

Screens in order: PfHsp90 yeast 2	HTR5A inv ctr	phage Ecoli inh	PKA-R1A activ	PKA-R2B act	Mot1-301 SUMO	MOR-DOR ag	Tat export inh	AddAB inh	MOR-DOR inv ag	Ecoli viability
CC1=NN(c2ccccc2)C(c2ccco2)C1 (stereo not drawn)
 : x	7.3	2.4	19.7*	-5.5	x	-2.4	1.0	x	12.4	x
Cc1ccnc(SCC(=O)N2CCc3ccccc32)n1
 : 10.3	-3.2	-0.4	4.5	-0.1	66.2	-0.6	4.2	1.9	4.0	-1.9
COc1ccc(S(=O)(=O)N2CCCCC2)cc1NC(=O)Cn1cnc2c1c(=O)n(C)c(=O)n2C
 : x	x	-1.9	-2.1	0.7	-9.2	x	2.5	-1.0	x	-1.2
O=c1[nH]snc1-c1c(Cl)cccc1Cl
 : -9.2	7.9	4.3	2.0	-11.4	159.8	-1.8	-12.2	3.7	9.0	0.3
CCc1ccc(NC(=O)CSc2nnnn2-c2cccnc2)cc1
 : 6.1	-1.3	-0.1	-9.6	-18.9	1.1	-3.5	4.8	2.1	19.7	1.2
CCN1CCCc2cc(CN(CCN3CCOCC3)C(=S)Nc3cccc(C)c3)ccc21
 : 7.0	-9.5	-0.1	-4.6	1.9	260.2	2.9	-1.1	-0.2	-15.0	-2.5
N#Cc1nc(-c2ccco2)oc1NCc1ccc(F)cc1
 : -25.5	2.7	1.1	-1.4	-8.2	-1.1	-0.5	-13.8	6.8	2.8	1.6
CCCCC(=O)N(Cc1nc2sc(C)c(C)c2c(=O)[nH]1)C1CCCC1
 : 11.1	-5.9	0.8	-7.5	-4.1	+	3.0	10.0	1.3	-17.1	-0.8
COC(=O)/C=C/c1ccccc1CN1[C@@H](CC(=O)OC)c2ccccc2S1(=O)=O
 : 7.0	3.9	3.1	-9.0	-5.7	-4.8	-3.3	2.6	3.0	19.0	1.4
COc1ccc(-n2c(SC(C)C(=O)Nc3ccc(NC(C)=O)cc3)nc3ccccc3c2=O)cc1OC (stereo not drawn)
 : -3.4	-20.3	0.8	3.4	-2.0	-13.4	-3.3	4.8	-2.4	16.7	-2.7

Screens in order: PfHsp90 yeast 2	HTR5A inv ctr	phage Ecoli inh	PKA-R1A activ	PKA-R2B act	Mot1-301 SUMO	MOR-DOR ag	Tat export inh	AddAB inh	MOR-DOR inv ag	Ecoli viability
COCCn1c(SC(C)C(=O)Nc2ncc(Cl)cc2Cl)nc2ccccc21 (stereo not drawn)
 : -7.7	11.5	-0.1	-10.5	-2.3	43.3	-0.1	-1.2	0.9	0.6	-2.4
CC(C)Oc1ccc(C(=O)NC(C)(C)CO)cc1
 : 3.5	11.2	2.2	-15.8	-9.6	-7.0	-3.2	3.2	-2.0	17.1	-0.8
CCOC(=O)c1nn(-c2ccc([N+](=O)[O-])cc2)cc1O
 : -5.4	9.3	0.9	-3.9	-3.3	-13.9	-1.9	2.4	2.2	10.6	0.5
CCn1c(=O)c2ccccc2n2c(SCC(=O)NCc3cccs3)nnc12
 : 5.1	-46.6	1.1	-2.7	1.9	-4.0	0.8	-1.9	0.4	-4.4	-0.7
O=C(NC1CCN(S(=O)(=O)c2cccc(F)c2)CC1)c1ccc(F)cc1
 : 6.1	-17.5	0.2	-11.3	4.9	-19.3	-1.1	-7.4	x	5.1	x
CC(=O)Nc1sc(N/N=C/c2ccc(C)cc2)nc1-c1ccc(C)cc1
 : -3.9	-7.7	3.5	11.5	9.0	4.1	-1.2	-6.0	4.9	5.7	5.3
COc1ccc(N2C(=O)Cc3ccccc3C2=O)cc1
 : -14.3	-8.5	-1.0	-3.3	-11.0	5.1	-1.4	-3.0	0.3	6.5	0.5
O=C(NCc1nnc(SCC(=O)N2CCOCC2)o1)c1c(F)cccc1Cl
 : -12.1	4.5	0.4	-17.7	-4.4	0.8	-0.1	-5.7	5.3	0.8	1.9
CCCN1CCN(CCCNC(=O)Cn2cc3c(n2)CCCC3)CC1
 : 19.0	7.2	2.1	-4.2	7.0	-20.9	-3.6	0.0	6.2	17.7	-1.2
CCN1CCn2c3c(c4cc(Br)ccc42)CCCC31 (stereo not drawn)
 : 11.6	9.8	7.5	-1.5	-14.0	35.4	-1.5	-9.7	2.4	6.4	-3.4

4 compounds already listed, sorted by molar mass, falling.
Screens in order: PfHsp90 yeast 2	HTR5A inv ctr	phage Ecoli inh	PKA-R1A activ	PKA-R2B act	Mot1-301 SUMO	MOR-DOR ag	Tat export inh	AddAB inh	MOR-DOR inv ag	Ecoli viability
O=C(NCc1nnc(SCC(=O)N2CCOCC2)o1)c1c(F)cccc1Cl
 : -12.1	4.5	0.4	-17.7	-4.4	0.8	-0.1	-5.7	5.3	0.8	1.9
O=C(NC1CCN(S(=O)(=O)c2cccc(F)c2)CC1)c1ccc(F)cc1
 : 6.1	-17.5	0.2	-11.3	4.9	-19.3	-1.1	-7.4	x	5.1	x
CC(=O)Nc1sc(N/N=C/c2ccc(C)cc2)nc1-c1ccc(C)cc1
 : -3.9	-7.7	3.5	11.5	9.0	4.1	-1.2	-6.0	4.9	5.7	5.3
CCN1CCn2c3c(c4cc(Br)ccc42)CCCC31 (stereo not drawn)
 : 11.6	9.8	7.5	-1.5	-14.0	35.4	-1.5	-9.7	2.4	6.4	-3.4

More entries follow:
Screens in order: PfHsp90 yeast 2	HTR5A inv ctr	phage Ecoli inh	PKA-R1A activ	PKA-R2B act	Mot1-301 SUMO	MOR-DOR ag	Tat export inh	AddAB inh	MOR-DOR inv ag	Ecoli viability
CCOc1ccc(N=C(NC#N)SCC(=O)NC2CC2)cc1
 : -2.6	6.5	3.1	-18.1	-9.0	24.3	-3.4	2.9	3.1	18.1	0.7
O=c1c2ccccc2[nH]c(=S)n1CCN1CCc2ccccc2C1
 : -5.5	-4.8	1.4	-0.5	3.5	6.2	-1.4	-3.3	0.3	7.3	-0.1
CCn1c(=O)cc(OCC(=O)NCc2cccs2)c2ccccc21
 : -4.1	-6.9	3.6	-3.1	-5.2	184.5	-3.2	5.7	1.0	14.8	-0.9
Nc1nc(Nc2cccc(Cl)c2)nc(NCCO)c1[N+](=O)[O-]
 : -20.8	-5.4	-2.5	-4.8	-2.8	-10.1	-0.8	-2.9	0.2	4.1	-1.2
CCOc1c(C)cnc2c1c(=O)n(CC(=O)NCC1CCCO1)c(=O)n2C (stereo not drawn)
 : 23.9	22.7	1.3	6.2	-4.3	-12.9	-4.5	-7.7	1.9	21.9	2.1
CC(=O)c1cccc(N=Nc2c(C)[nH]c3ccccc23)c1
 : -24.9	9.0	1.2	-15.0	-12.8	28.8	0.9	-8.2	1.9	-4.7	-0.9
COc1cccc(SCc2noc(C(=O)NCc3ccccc3)c2C(=O)NCc2ccccc2)c1
 : -7.2	-1.8	3.7	-3.5	-4.2	5.2	-0.9	16.1	2.8	4.3	-0.3
CC(C)C[C@H](NC(=O)NCCc1ccc(Cl)cc1)C(=O)O
 : -18.0	16.8	3.0	-17.5	7.5	16.6	-1.7	-1.5	3.0	9.9	1.9
CC(C)=C1C2CCC1C1C(=O)N(c3ccc(C)c(C)c3)C(=O)C21 (stereo not drawn)
 : 4.5	-17.4	2.8	-14.2	6.1	-24.0	-0.8	-0.6	0.3	4.0	0.9
CCN(CC)S(=O)(=O)c1ccc(N/N=C/c2ccccc2OCC(=O)O)c([N+](=O)[O-])c1
 : 11.6	1.7	-0.5	-5.8	-8.7	-22.7	-2.4	3.9	-0.9	12.2	-0.3
CCN1C(=O)[C@@H]2[C@H](C1=O)[C@@H]1C(=O)Nc3ccccc3C(=O)N1[C@@H]2c1ccc(OC)cc1
 : -11.6	3.3	1.1	0.0	5.0	-1.8	-1.7	-3.8	-0.1	9.4	0.5
CC(C)CNC(=O)NC(=O)COc1c(F)c(F)cc(F)c1F
 : 3.8	16.0	1.2	-4.7	-17.6	-6.3	0.4	7.8	2.2	-1.5	1.0
O=C(CN(C(=O)c1ccccc1Cl)N1C(=O)CCCC1=O)c1ccc(Cl)cc1
 : 23.4	-15.7	2.8	-7.5	-12.4	x	-1.0	2.3	3.0	5.3	-2.1
